Keap1 Nrf2 FP = disrupts human Keap1 binding to Nrf2 peptide; Q14145; inhibition, % at 9.4 µM; actives 0.15% (n = 340,000); AID 504523; Keap1 Kelch-Nrf2 peptide fluorescence polarization, 1536-well; in the data active = inhibition above about 12%;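 also: human Keap1 Kelch domain with fluorescein labeled Nrf2 9mer peptide probe; 0% = neutral control wells and 100% = peptide positive control; higher means more block of Keap1 binding to Nrf2 peptide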
Target sequence (Q14145 whole entry, looked up, the tested form may be a part): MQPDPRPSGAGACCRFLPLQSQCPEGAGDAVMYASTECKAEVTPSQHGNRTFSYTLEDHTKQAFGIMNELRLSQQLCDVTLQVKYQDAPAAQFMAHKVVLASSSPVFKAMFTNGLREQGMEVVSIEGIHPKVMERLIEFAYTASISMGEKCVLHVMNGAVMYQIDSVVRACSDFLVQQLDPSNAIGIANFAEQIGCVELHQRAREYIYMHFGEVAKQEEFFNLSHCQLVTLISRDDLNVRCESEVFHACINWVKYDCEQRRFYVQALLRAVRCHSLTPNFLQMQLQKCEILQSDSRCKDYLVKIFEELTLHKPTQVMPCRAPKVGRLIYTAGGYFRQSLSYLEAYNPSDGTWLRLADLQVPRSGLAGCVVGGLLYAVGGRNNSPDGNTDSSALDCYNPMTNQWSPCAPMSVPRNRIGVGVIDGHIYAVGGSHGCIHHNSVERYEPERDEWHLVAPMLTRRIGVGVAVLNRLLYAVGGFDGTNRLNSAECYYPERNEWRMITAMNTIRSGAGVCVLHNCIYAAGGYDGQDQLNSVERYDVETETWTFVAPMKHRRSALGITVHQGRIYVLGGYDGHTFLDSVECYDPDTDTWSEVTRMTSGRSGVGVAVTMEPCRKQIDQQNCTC
CAL PDZ FP-1 = blocks peptide binding to human CAL PDZ domain; AID 504414; Q9HD26; inhibition, % at 20 µM; actives 0.02% (n = 330,000); purified CAL PDZ, TMR-peptide fluorescence polarization, 1 h;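 active = highest replicate inhibition of at least 40%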;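 also: plate controls were DMSO neutral control wells for no effect and unlabeled competitor peptide control wells for full effect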
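System: purified tagged CAL PDZ domain construct (CerCALP). Schedule: 1 h incubation at room temperature before polarization reading. Medium: 25 mM sodium phosphate pH 7.4, 150 mM NaCl, TCEP, IgG, Thesit. Read-out: percent inhibition from loss of millipolarization. Measured by: FP readout, S and P plane fluorescence. Probe or stimulus: fluorescent TMR peptide probe.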
RTF Ca sens act = cardiac RTF calcium sensitization; P19429+P45379; IANBD-labeled TnC RTF fluorescence at EC20 calcium; 0% EC20 calcium, 100% full calcium; activation, % at 7.2 µM; actives 0.24% (n = 340,000); AID 493008;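 active = activation above the mean over all tested compounds plus 3 SD, cut at about 30% in these data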;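 also: rise in fluorescence read as greater calcium sensitivity of cardiac thin filaments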
PKA-R2B act = activators of human PKA-R2B complex. P22694+P31323. PKA-R2B holoenzyme dissociation, Cy5-IP20 fluorescence polarization; R2B truncated from residue 108, S112A mutant; 0% DMSO only, 100% 113 µM cGMP. activation, % at 11.4 µM. actives 0.079% (n = 340,000);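 active = activation above a cutoff set at the mean over all compounds plus 3 SD, cut at about 18% in these data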;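 also: higher means more holoenzyme dissociation and a rise in polarization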
Target sequence (P31323 whole entry, looked up, other chains not shown, the tested form may be a part): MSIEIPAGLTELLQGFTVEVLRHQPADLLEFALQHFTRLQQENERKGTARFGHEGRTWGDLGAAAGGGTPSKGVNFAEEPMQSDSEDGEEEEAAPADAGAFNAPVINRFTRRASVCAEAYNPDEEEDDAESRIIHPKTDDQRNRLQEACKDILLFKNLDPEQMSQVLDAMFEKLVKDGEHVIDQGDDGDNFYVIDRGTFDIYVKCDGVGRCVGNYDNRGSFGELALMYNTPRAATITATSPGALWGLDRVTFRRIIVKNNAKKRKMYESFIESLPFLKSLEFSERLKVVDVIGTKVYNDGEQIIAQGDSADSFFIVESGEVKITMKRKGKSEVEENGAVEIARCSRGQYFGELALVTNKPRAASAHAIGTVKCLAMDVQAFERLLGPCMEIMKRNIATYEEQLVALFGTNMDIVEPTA
Cardiac RTF inh = cardiac RTF calcium desensitization; P19429+P45379; IANBD-labeled cardiac RTF, Ca2+ fluorescence; inhibition, % at 7.15 µM; actives 0.12% (n = 340,000);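 active = inhibition above the mean inhibition of all tested compounds plus 3 SD, cut at about 17% in these data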;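 also: assay run at fixed EC70 calcium of 1.6 mM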
CAL PDZ FP-2 = CAL PDZ (human) peptide binding inhibition; Q9HD26; purified CAL PDZ, TMR-peptide fluorescence polarization, 1 h; inhibition, % at 24.9 µM; actives 0.92% (n = 300,000); AID 602252;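 active = mean inhibition of at least 30% with at least half of replicates also reaching 30%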;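 also: 0% = DMSO neutral control and 100% = excess unlabeled competitor peptide PRC23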
Rtt109 HAT inh = C. albicans Rtt109 histone acetyltransferase inhibition; AID 540336; purified Rtt109/Vps75, ThioGlo CoA-SH fluorescence, 4 h; actives 0.16% (n = 330,000); inhibition, % at 34.9 µM; Q5AAJ8;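 active = inhibition of at least 50% in every replicate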
DAGLB inh = diacylglycerol lipase beta (human) inhibition. Q8NCG7. HEK293T DAGLB membrane lysate, EnzChek fluorogenic substrate. inhibition, % at 5.17 µM. actives 0.059% (n = 340,000); in the data active = inhibition above about 34%;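 also: 0% = enzyme with vehicle and 100% = wells lacking enzyme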
SR-BI uptake up = SR-BI HDL lipid transfer activation; activation, % at 12.5 µM; actives 0.096% (n = 320,000); CHO ldlA[mSR-BI] cells, DiI-HDL uptake fluorescence, 3 h; 100 = double the neutral-control signal;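 active = mean replicate activation of at least 60% and every replicate at or above 60%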;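 also: 0% = median plate neutral-control signal and 100% = twice that signal; values of inactives mirror those of a sister screen read the other way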
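Assay system: LDL receptor-deficient CHO ldlA cells overexpressing murine SR-BI / Medium: BSA-supplemented, HEPES-buffered Ham's F12, pH 7.4 / Probe or stimulus: DiI-labelled HDL at 10 µg/mL final / Timing: compound with DiI-HDL co-incubation, 3 h at 37 °C / Technique: bottom-read cell fluorescence after medium removal, ex 550/em 595 nm / Measure: HDL uptake via cellular fluorescence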
C-LANA FP = blocks KSHV LANA C-terminal domain binding to DNA | MBP-C-LANA/FAM-LBS DNA binding, fluorescence polarization | inhibition, % at 9 µM | actives 0.078% (n = 340,000) | AID 504423;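 active = highest replicate inhibition at or above 60% at 9 µM, even if other replicates fall short; inactive = all replicates below 60% inhibition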;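 also: 0% = neutral control wells and 100% = 4 µM acridine orange control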
Starred values were filed as active, the others as inactive.

What do the screens show for `Cc1ccc(N(C)C(=O)n2cnc3ccccc32)cc1`?
Keap1 Nrf2 FP: 2; CAL PDZ FP-1: -0.5; RTF Ca sens act: -3; PKA-R2B act: -8; Cardiac RTF inh: 5; CAL PDZ FP-2: -1; Rtt109 HAT inh: 3; DAGLB inh: -6; SR-BI uptake up: 7; C-LANA FP: -0.3

Results for CCN(CC)c1ccc(NC(=O)c2ccccc2OCC(=O)OC)cc1 ?
Keap1 Nrf2 FP: -1; CAL PDZ FP-1: 0.3; RTF Ca sens act: 2; PKA-R2B act: 1; Cardiac RTF inh: -3; CAL PDZ FP-2: -2; Rtt109 HAT inh: -12; DAGLB inh: 1; SR-BI uptake up: -15; C-LANA FP: -0.9

How did O=S(=O)(NCc1ccco1)c1cnc(Cl)c(Br)c1 do in these assays?
Keap1 Nrf2 FP: -4; CAL PDZ FP-1: -2.2; RTF Ca sens act: -1; PKA-R2B act: -11; Cardiac RTF inh: -4; CAL PDZ FP-2: 0; Rtt109 HAT inh: 41; DAGLB inh: 3; SR-BI uptake up: 31; C-LANA FP: -0.5

What do the screens show for `CCO[C@@H]1OC(C(=O)N2CCN(C)CC2)=C[C@H](c2coc3ccccc3c2=O)[C@H]1CCCO`?
Keap1 Nrf2 FP: 2; CAL PDZ FP-1: 0.9; RTF Ca sens act: 6; PKA-R2B act: -8; Cardiac RTF inh: 1; CAL PDZ FP-2: -3; Rtt109 HAT inh: 2; DAGLB inh: -1; SR-BI uptake up: 20; C-LANA FP: -1.3

Results for Cc1sc2ncnc(Sc3nnnn3-c3ccc(Cl)cc3)c2c1C ?
Keap1 Nrf2 FP: -3; CAL PDZ FP-1: 0.2; RTF Ca sens act: -3; PKA-R2B act: 3; Cardiac RTF inh: 12; CAL PDZ FP-2: 0; Rtt109 HAT inh: -2; DAGLB inh: -1; SR-BI uptake up: -14; C-LANA FP: -4.6

What do the screens show for `N#CCc1c(C#N)c(N)nc(N2CCCC2)c1C#N`?
Keap1 Nrf2 FP: -5; CAL PDZ FP-1: 0.8; RTF Ca sens act: -3; PKA-R2B act: -2; Cardiac RTF inh: -2; CAL PDZ FP-2: -8; Rtt109 HAT inh: -11; DAGLB inh: 3; SR-BI uptake up: 3; C-LANA FP: -0.1

What do the screens show for `Cc1ccc(OCC(O)CNCc2ccccc2)cc1C` (stereo unspecified)?
Keap1 Nrf2 FP: -6; CAL PDZ FP-1: -0.9; RTF Ca sens act: 6; PKA-R2B act: 4; Cardiac RTF inh: -3; CAL PDZ FP-2: -5; Rtt109 HAT inh: -4; DAGLB inh: -5; SR-BI uptake up: 3; C-LANA FP: 1.7

What do the screens show for `CCOCCCN(C)C1CCN(C(=O)c2oc3ccccc3c2NC(=O)COc2cccc(C)c2)CC1`?
Keap1 Nrf2 FP: -4; CAL PDZ FP-1: -1.9; RTF Ca sens act: -6; PKA-R2B act: 0; Cardiac RTF inh: -7; CAL PDZ FP-2: -6; Rtt109 HAT inh: 8; DAGLB inh: 0; SR-BI uptake up: -20; C-LANA FP: -1.1

How did O=S(=O)(Nc1nccs1)c1cc(Cl)ccc1Cl do in these assays?
Keap1 Nrf2 FP: -3; CAL PDZ FP-1: 0.0; RTF Ca sens act: 8; PKA-R2B act: 1; Cardiac RTF inh: -7; CAL PDZ FP-2: -3; Rtt109 HAT inh: 10; DAGLB inh: 3; C-LANA FP: 0.5

What do the screens show for `CCSc1ccc(-c2ccc(C)cc2)nn1`?
Keap1 Nrf2 FP: 0; CAL PDZ FP-1: 0.8; RTF Ca sens act: 1; PKA-R2B act: -6; Cardiac RTF inh: -3; CAL PDZ FP-2: -2; Rtt109 HAT inh: -2; DAGLB inh: -5; SR-BI uptake up: 2; C-LANA FP: 1.3

What do the screens show for `Cc1ccc(C(=O)C(OC(=O)c2cnccn2)c2ccccc2)cc1` (stereo unspecified)?
Keap1 Nrf2 FP: -6; CAL PDZ FP-1: -2.3; RTF Ca sens act: -4; PKA-R2B act: 2; Cardiac RTF inh: -8; CAL PDZ FP-2: 1; Rtt109 HAT inh: -3; DAGLB inh: -1; SR-BI uptake up: 16; C-LANA FP: -0.3

Results for CC(C)(C)c1nn(-c2ccccc2)c2[nH]c(=O)c(CNCc3ccco3)cc12 ?
Keap1 Nrf2 FP: 1; CAL PDZ FP-1: -1.0; RTF Ca sens act: -4; PKA-R2B act: -5; Cardiac RTF inh: -5; CAL PDZ FP-2: 3; Rtt109 HAT inh: 0; DAGLB inh: 8; SR-BI uptake up: 0; C-LANA FP: -2.7

Results for COC(=O)COc1cccc(NS(=O)(=O)c2ccc(NC(C)=O)cc2)c1 ?
Keap1 Nrf2 FP: 0; CAL PDZ FP-1: -3.0; RTF Ca sens act: 11; PKA-R2B act: -6; Cardiac RTF inh: -4; CAL PDZ FP-2: 0; Rtt109 HAT inh: 3; DAGLB inh: 0; SR-BI uptake up: -14; C-LANA FP: 1.9

How did O=C(NNC(=O)c1ccc([N+](=O)[O-])cc1)NC1CCCCC1 do in these assays?
Keap1 Nrf2 FP: 1; CAL PDZ FP-1: -0.6; RTF Ca sens act: -8; PKA-R2B act: -8; Cardiac RTF inh: -6; CAL PDZ FP-2: -4; Rtt109 HAT inh: 7; DAGLB inh: 1; SR-BI uptake up: 11; C-LANA FP: 0.2

How did O=C(Cc1cccc2ccccc12)N/N=C/c1ccc(OC(=O)/C=C/c2ccco2)cc1 do in these assays?
Keap1 Nrf2 FP: 1; CAL PDZ FP-1: -0.6; RTF Ca sens act: -1; PKA-R2B act: -3; Cardiac RTF inh: -7; Rtt109 HAT inh: 8; DAGLB inh: 3; SR-BI uptake up: -32; C-LANA FP: 0.3

Results for Cc1c(C2=CCN(S(=O)(=O)c3ccc(Cl)cc3)CC2)c2ccccc2n1C ?
Keap1 Nrf2 FP: -2; CAL PDZ FP-1: 0.0; RTF Ca sens act: -2; PKA-R2B act: -1; Cardiac RTF inh: -8; CAL PDZ FP-2: 0; Rtt109 HAT inh: -4; DAGLB inh: -6; SR-BI uptake up: -8; C-LANA FP: -0.1

Results for Cc1ccc(S(=O)(=O)NCCC(=O)NCc2ccccc2)cc1 ?
Keap1 Nrf2 FP: -1; CAL PDZ FP-1: 0.3; RTF Ca sens act: 3; PKA-R2B act: -1; Cardiac RTF inh: 0; CAL PDZ FP-2: 1; Rtt109 HAT inh: -3; DAGLB inh: -3; SR-BI uptake up: 18; C-LANA FP: -0.4

Results for Nc1cc(=O)n(Cc2ccccc2)c(=O)n1Cc1ccccc1 ?
Keap1 Nrf2 FP: 2; CAL PDZ FP-1: -0.6; RTF Ca sens act: 3; PKA-R2B act: 3; Cardiac RTF inh: -6; CAL PDZ FP-2: -4; Rtt109 HAT inh: 14; DAGLB inh: -4; SR-BI uptake up: 0; C-LANA FP: -0.9

How did COc1ccc(NC(=O)c2ccc(-c3ccc(OC)cc3)s2)cc1 do in these assays?
Keap1 Nrf2 FP: -3; CAL PDZ FP-1: 0.6; RTF Ca sens act: 8; PKA-R2B act: -3; Cardiac RTF inh: -18; CAL PDZ FP-2: -2; Rtt109 HAT inh: -6; DAGLB inh: 6; SR-BI uptake up: -4; C-LANA FP: -1.2

Results for O=C(c1noc2c1CCCC2)N1CCC(CO)(Cc2ccccc2Cl)CC1 ?
Keap1 Nrf2 FP: -2; CAL PDZ FP-1: -0.4; RTF Ca sens act: 0; PKA-R2B act: 6; Cardiac RTF inh: -5; CAL PDZ FP-2: 6; Rtt109 HAT inh: -2; DAGLB inh: 5; SR-BI uptake up: -57; C-LANA FP: 0.3

How did C/C(CC(=O)NC(C)(C)C)=N\NC(=O)c1ccccc1N do in these assays?
Keap1 Nrf2 FP: 3; CAL PDZ FP-1: -2.2; RTF Ca sens act: 1; PKA-R2B act: 1; Cardiac RTF inh: -12; CAL PDZ FP-2: 1; Rtt109 HAT inh: -6; DAGLB inh: 3; SR-BI uptake up: 19; C-LANA FP: -0.1

How did O=C(NNC1CC(=O)N(c2ccc(Br)cc2)C1=O)c1cccnc1 (stereo unspecified) do in these assays?
Keap1 Nrf2 FP: -2; CAL PDZ FP-1: -1.8; RTF Ca sens act: -8; PKA-R2B act: -2; Cardiac RTF inh: -1; CAL PDZ FP-2: -1; Rtt109 HAT inh: 12; DAGLB inh: 6; SR-BI uptake up: 10; C-LANA FP: -0.7

How did COCC(=O)Nc1cc(C(=O)Nc2ccccc2C)ccc1Cl do in these assays?
Keap1 Nrf2 FP: 1; CAL PDZ FP-1: -1.9; RTF Ca sens act: 14; PKA-R2B act: -3; Cardiac RTF inh: -6; CAL PDZ FP-2: -1; DAGLB inh: -2; SR-BI uptake up: 22; C-LANA FP: -0.6

How did CC(C(=O)O)N1CCCCC1 (stereo unspecified) do in these assays?
Keap1 Nrf2 FP: 2; CAL PDZ FP-1: -2.4; RTF Ca sens act: 3; PKA-R2B act: -4; Cardiac RTF inh: 7; CAL PDZ FP-2: 2; Rtt109 HAT inh: -15; DAGLB inh: -2; SR-BI uptake up: 15; C-LANA FP: -0.9

What do the screens show for `Cc1cc(OC(C)C(=O)Nc2cccnc2)ccc1Cl` (stereo unspecified)?
Keap1 Nrf2 FP: 3; CAL PDZ FP-1: -4.1; RTF Ca sens act: -2; PKA-R2B act: -6; Cardiac RTF inh: -1; CAL PDZ FP-2: 13; Rtt109 HAT inh: 16; DAGLB inh: -4; C-LANA FP: 0.1

Results for CC(C)OC(=O)c1c(NC(=O)CCC(=O)O)sc2c1CCCCC2 ?
Keap1 Nrf2 FP: 1; CAL PDZ FP-1: -2.4; RTF Ca sens act: 7; PKA-R2B act: -1; Cardiac RTF inh: 1; CAL PDZ FP-2: 0; Rtt109 HAT inh: -14; DAGLB inh: 6; SR-BI uptake up: 8; C-LANA FP: 3.9

What do the screens show for `COc1ccc(OCc2nnc(SCC(=O)NC3CC4CCC3C4)o2)cc1` (stereo unspecified)?
Keap1 Nrf2 FP: 0; CAL PDZ FP-1: -4.2; RTF Ca sens act: 0; PKA-R2B act: 0; Cardiac RTF inh: -19; Rtt109 HAT inh: 9; DAGLB inh: -1; C-LANA FP: 0.3

What do the screens show for `CN(C(=O)COC(=O)c1cccc(S(=O)(=O)N2CCCCCC2)c1)C1CCS(=O)(=O)C1` (stereo unspecified)?
Keap1 Nrf2 FP: -5; CAL PDZ FP-1: -1.7; RTF Ca sens act: -6; PKA-R2B act: -1; Cardiac RTF inh: -6; CAL PDZ FP-2: 0; Rtt109 HAT inh: 3; DAGLB inh: 0; SR-BI uptake up: -2; C-LANA FP: 0.3

High-throughput results as filed in PubChem.
